West Nile antiviral: inhibition of WNV-induced cytopathic effect – cell-based, CPE readout (AID 1621). hit rate 0.02% among 290,000. West Nile virus-infected cells, CPE inhibition; higher % means a stronger effect. CPE inhibition, % at 10 µM; hits with a dose series show IC50 in µM; in the data active = a potency from the dose series; inconclusive = CPE inhibition mostly from about 3.7% at the one dose, without a potency; inactive = the rest, 99 in 100 with CPE inhibition below about 2.2%; note: strong numbers were not always called active
KOR beta-arrestin-1: KOR agonists, beta-arrestin recruitment, primary screen, cell-based, luminescence, uHTS (AID 1777); KOR beta-arrestin recruitment, luminescence; higher % means a stronger effect; one-dose activation, % at 10 µM; EC50 in µM for titrated hits; hit rate 0.02% among 280,000; in the data active = activation above about 50%, passing the limit was not always enough; note: a part of the inactive calls stands beside numbers as strong as those of hits
NS5 inhibitors: flavivirus cap methylation enzyme inhibition – biochemical, confirmation dose response, primary screen (AID 588689) | Dengue-2 NS5 methyltransferase capping enzyme assay, biochemical; higher % means a stronger effect | one-dose inhibition, % at 25 µM; IC50 in µM for titrated hits | hit rate 0.3% among 340,000; in the data active = a potency from the dose series; inconclusive = inhibition above about 29% without an active follow-up result
HIV fusion peptide: inhibitors of HIV fusion peptide binding, primary screen, biochemical, uHTS, fluorescence dequenching (AID 1986); cell-free peptide binding, fluorescence dequenching, 30 min; higher % means a stronger effect; inhibition, % at 20 µM; hits with a dose series show IC50 in µM; hit rate 0.3% among 290,000; in the data active = inhibition mostly above about 52%, no sharp cut-off; inactive = mostly below about 76%; note: some results filed as inactive read as strong as hits
AID2073: disruptors of CaV2.2 binding to Mint1 – biochemical, HTRF (AID 2073). HTRF protein-protein interaction, Mint1-CaV2.2; higher % means a stronger effect. inhibition, % at 20 µM; hits with a dose series show IC50 in µM. hit rate 0.19% among 290,000; in the data active = inhibition mostly above about 51%, no sharp cut-off; inconclusive = no clear call, values can overlap the other calls; inactive = mostly below about 53%; note: some results filed as inactive read as strong as hits
Yfh1-off respiration: mitochondrial function rescue without frataxin homolog – Friedreich's ataxia, plus single-dose screen, dose response (AID 1465); hit rate 0.074% among 220,000; fold induction at 50 µM; hits with a dose series show EC50 in µM; S. cerevisiae Yfh1-off respiration, WST-1 reduction, 72 h; higher fold induction means a stronger effect;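 active = fold induction of absorbance versus untreated yeast above a set limit, then at least 30% activation at any dose in follow-up; inconclusive = repeats straddling the limit, or above it without dose testing; inactive = fold induction below the set limit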;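 note: activators that raise dye reduction in frataxin-depleted yeast; strong numbers were not always called active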
NOD1 NF-kB reporter: inhibition of NOD1-driven NF-kB reporter – cell-based, luminescence, uHTS, primary screen (AID 1578) | NOD1-driven NF-kB luciferase reporter cells, luminescence; higher % means a stronger effect | inhibition, % at 4 µM; hits with a dose series show EC50 in µM | hit rate 1% among 290,000; in the data active = inhibition mostly above about 36%, no sharp cut-off; inactive = mostly below about 34%;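 note: HEK-293T reporter cells stimulated with the NOD1 agonist gamma-tri-DAP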
KOR beta-arrestin-2: KOR antagonists, beta-arrestin recruitment, cell-based, luminescence, uHTS (AID 1778) | inhibition, % at 10 µM; hits with a dose series show IC50 in µM | hit rate 0.091% among 290,000 | KOR beta-arrestin recruitment, luminescence, antagonist mode; higher % means a stronger effect; note: strong numbers were not always called active
NOD2 inhibition: inhibition of NOD2-driven NF-kB reporter – cell-based, luminescence, uHTS, HEK293 (AID 1566); HEK293 NOD2/NF-kB luciferase reporter, luminescence; higher % means a stronger effect; hit rate 0.63% among 290,000; inhibition, % at 4 µM; hits with a dose series show EC50 in µM; note: many of its hits are not listed in these tables
The depositor's hits bear a star; i = inactive; ? = inconclusive; nt = not tested or not shown; [ ] = another dose, or the depositor's remark. Cut-off read from the data, not from the text of the source, unless noted: active = inhibition above about 50%; inactive = the rest. The list is partial. The share of hits here may be higher or lower than overall.

Preview (2 entries):
molecule,West Nile antiviral,KOR beta-arrestin-1,NS5 inhibitors,HIV fusion peptide,AID2073,Yfh1-off respiration,NOD1 NF-kB reporter,KOR beta-arrestin-2,NOD2 inhibition
O=C(NCCC(=O)N1CCC2(CC1)NCCc1[nH]cnc12)c1cccc(Br)c1,0.1%,-3.0%,-7%,-0.8%,8%,nt,-23%,7%,8%
Cc1cc2c(=O)[nH]c(Cc3ccccc3)nc2s1,-0.4%,-9.1%,-6%,3.5%,1%,i,-1%,17%,14%

The whole of this part, previewed entries included:
molecule,West Nile antiviral,KOR beta-arrestin-1,NS5 inhibitors,HIV fusion peptide,AID2073,Yfh1-off respiration,NOD1 NF-kB reporter,KOR beta-arrestin-2,NOD2 inhibition
O=C(NCCC(=O)N1CCC2(CC1)NCCc1[nH]cnc12)c1cccc(Br)c1,0.1%,-3.0%,-7%,-0.8%,8%,nt,-23%,7%,8%
Cc1cc2c(=O)[nH]c(Cc3ccccc3)nc2s1,-0.4%,-9.1%,-6%,3.5%,1%,i,-1%,17%,14%
Cc1cc(-c2ccccc2)c(C#N)c(N)n1,-0.1%,5.4%,-3%,0.7%,9%,i,-9%,5%,10%
CSc1nc(=O)n(-c2ccccc2)c(C)c1C(C)=O,-0.1%,-3.6%,-7%,3.5%,-3%,i,-22%,9%,-20%
CCS(=O)(=O)C1=NN2C(=N)/C(=C\c3ccc(OC(=O)c4ccco4)c(OC)c3)C(=O)N=C2S1,0.3%,4.8%,-96%,35%,12%,nt,-46%,5%,0%
CCC1CCCCN1CC(=O)c1c(C)[nH]c2ccc(OC)cc12 (configuration not stated),0.0%,0.2%,7%,1.3%,7%,i,-1%,6%,0%
CCC(c1nnc(SCC(=O)NC23CC4CC(CC(C4)C2)C3)o1)N(C)C (configuration not stated),-0.1%,-3.8%,-7%,0.7%,0%,i,-6%,-19%,16%
O=C(COc1ccc2ccccc2c1Br)N1CCOCC1,-0.1%,1.3%,1%,-1.3%,-2%,i,-20%,-17%,4%
O=C(NCCN1CCCC1=O)C1CCC(=O)N(CCc2cccc(F)c2)C1 (configuration not stated),0.1%,-6.0%,-12%,2.5%,12%,nt,-15%,2%,12%
COc1cccc(/C(O)=C/c2nc3ccc(C(=O)NCCc4cccc(C)c4)cc3[nH]c2=O)c1,-0.3%,-1.4%,?,8.5%,10%,i,-41%,-8%,-6%
Cc1ccc(NC(=O)CCC(=O)c2ccc(F)cc2)cc1Cl,0.4%,2.7%,-3%,-1.8%,14%,i,0%,7%,2%
COc1cc(O)c(/C=N/NC(=O)c2ccncc2)c(OC)c1[N+](=O)[O-],-0.6%,-4.6%,-6%,0.8%,3%,i,-18%,15%,5%
COCCCNC(=O)c1ccc2c(c1)OCO2,0.5%,-1.4%,1%,-1.9%,-3%,i,-17%,1%,-4%
Cc1csc2ncc(C(=O)Nc3ccc4c(c3)OCCO4)c(=O)n12,-0.1%,-3.6%,2%,-0.9%,22%,i,-10%,-65%,-82%
CCC(=O)Nc1nnc(S(=O)(=O)N(CC)c2ccc(OC)cc2)s1,nt,3.7%,-3%,1.8%,8%,nt,1%,-1%,33%
O=C(Nc1nc2ccccc2[nH]1)C1CC1,-0.3%,0.2%,-1%,0.0%,15%,i,-54%,24%,-17%
O=C(NCCCn1ccnc1)c1cnn2c1NC(c1ccccc1)CC2C(F)(F)F (configuration not stated),-0.7%,2.9%,0%,3.6%,0%,i,-9%,2%,9%
COc1ccc(Cn2c(O)c(C=Nc3ccc(C)cc3)c3ccccc3c2=O)cc1,?,-0.8%,-3%,-1.8%,6%,i,2%,-31%,4%
C=CCOc1ccc(CNc2nn[nH]n2)cc1OC,nt,-2.7%,2%,-0.9%,9%,nt,10%,-19%,5%
O=C(c1ccoc1)N1CCCC(N2CCN(c3cccc(C(F)(F)F)c3)CC2)C1 (configuration not stated),-1.0%,3.8%,-6%,-1.6%,-1%,nt,-20%,12%,-11%
COc1cc(/C=C/C2=NNC(=O)CC2)cc(OC)c1OC,0.0%,-2.0%,-4%,-1.0%,10%,nt,-2%,22%,3%
COCCC(=O)N1CCC(n2nccc2NC(=O)CCc2ccccc2)CC1,-0.3%,5.0%,-4%,2.5%,8%,nt,-2%,3%,11%
O=C(N/C(=C\c1cccnc1)C(=O)N1CCC(O)CC1)c1ccccc1,0.0%,-1.2%,-2%,0.2%,6%,nt,-12%,-10%,-5%
O=C(CCOc1ccccc1)Nc1ccnn1C1CCN(Cc2ccccc2)CC1,-1.1%,1.5%,-3%,-0.5%,1%,nt,-28%,28%,-2%
CN1C/C(=C/c2cccnc2)C(=O)/C(=C/c2cccnc2)C1,0.4%,-2.9%,-1%,-1.2%,-1%,i,37%,1%,10%
O=C1CN(C(=O)COC(=O)COc2ccc3c(c2)CCC3)c2ccccc2N1,0.2%,7.2%,1%,-2.4%,1%,nt,1%,0%,1%
Cc1cc(NC(=O)CN2CCN(c3ccccc3O)CC2)no1,-0.1%,-1.8%,1%,1.1%,3%,i,-12%,27%,12%
COc1ccc(-c2noc(CN(C)C(=O)c3ccco3)n2)cc1,-0.7%,-1.5%,-7%,1.4%,15%,nt,-45%,-5%,-10%
O=C(NC(=S)Nc1cc([N+](=O)[O-])ccc1O)C1CC1,0.1%,-2.4%,-1%,1.0%,9%,nt,-18%,-5%,-3%
O=C(O)c1ccccc1C(=O)Nc1ccc(S(=O)(=O)NC2CCCCC2)cc1,-0.9%,0.6%,-5%,-0.3%,4%,i,-23%,4%,4%
O=C(NCCc1cccnc1)C1CCC(=O)N(Cc2ccc(Cl)cc2)C1 (configuration not stated),0.4%,-1.5%,-6%,-1.0%,25%,nt,-28%,21%,1%
Cc1ccc(CN2CCN(Cc3cccc(OCCO)c3)CC2CCO)o1 (configuration not stated),-1.0%,nt,-1%,1.3%,3%,i,-12%,-2%[20 µM],-10%
O=C(CSc1nc2ccc(N3CCOCC3)cc2c(=O)n1CCc1ccccc1)NCC1CCCO1 (configuration not stated),1.3%,-6.1%,1%,6.9%,22%,i,-11%,0%,-5%
CN(C)S(=O)(=O)c1cc(NC(=O)CN2C(=O)NC3(CCCc4ccccc43)C2=O)ccc1Cl (configuration not stated),0.0%,1.2%,-4%,-0.1%,7%,i,29%,nt,-1%
O=C(NNc1cc(Cl)ccc1Cl)c1cccs1,-0.5%,2.2%,nt,-2.3%,-38%,i,-14%,nt,-81%
CCOC(=O)c1c(/N=C/C2=C(O)CC(C)(C)CC2=O)sc2c1CCCC2,-0.5%,1.2%,nt,-1.8%,-17%,i,-5%,-17%,18%
Cc1cc(C)nc(NC(=O)c2cc(-c3ccc(C)s3)nc3ccccc23)c1,-1.1%,-2.5%,-7%,0.6%,14%,i,-11%,-26%,4%
CC1CCN(CCCCOc2ccc(Br)cc2)CC1,-0.1%,-3.9%,-8%,-1.6%,-10%,i,-57%,-36%,-4%
O=C(NC(=S)Nc1ccc(Br)cc1)C1CCC1,-0.5%,1.4%,-4%,-0.9%,-1%,nt,-47%,5%,-9%
Cc1cccc(OCC(=O)Nc2ccc3c4c(cccc24)CC3)c1C,-0.7%,3.7%,0%,-0.6%,14%,i,-14%,-28%,18%
CC1CC(C)CN(CCCNC(=O)CCNC(=O)Cn2cnc3ccccc3c2=O)C1 (configuration not stated),0.3%,2.9%,-9%,-0.6%,-13%,nt,-28%,-18%,-2%
COCCCNC(=O)/C(C#N)=C/c1c(N2CCN(c3ccc(OC)cc3)CC2)nc2c(C)cccn2c1=O,-1.4%,-4.7%,-9%,-1.9%,7%,nt,0%,-23%,26%
COC(=O)[C@@H]1C[C@@]2(O)[C@H](O)[C@H](O)[C@H](O)C[C@H]2N1Cc1ccc(-c2ccccc2)cc1,0.1%,4.6%,-4%,0.9%,9%,i,-1%,-10%,6%
COc1ccc(OC)c(/C=C2\SC(N3CCCCC3)=NC2=O)c1,-1.1%,-3.2%,-7%,0.5%,25%,nt,-9%,-16%,1%
Cc1[nH]c2ccccc2c1N=Nc1ccccc1C(=O)O,0.0%,2.9%,0%,50%,29%,i,-1%,-76%,-10%
Cc1ccc(C2C(C#N)=C(N)OC3=C2C(=O)CCC3)s1 (configuration not stated),-0.1%,nt,1%,3.4%,18%,i,6%,3%[20 µM],7%
COC(=O)c1cc2n(n1)CCN(Cc1ccc(C)cc1)C2=O,-0.2%,-1.5%,0%,-1.1%,3%,i,-16%,6%,16%
COc1ccc(-c2cc3c(=O)n(CC(=O)Nc4cccc(Cl)c4)nc(C)n3n2)cc1,0.5%,-5.6%,-7%,0.0%,53%,nt,-7%,19%,14%
Cc1c(C(=O)N2CCN(c3ccccc3)CC2)oc2c(F)cccc12,-1.0%,2.6%,-2%,-0.2%,10%,nt,-25%,4%,2%
O=C(O)c1c(-c2ccccc2)c(-c2ccccc2)nc2ccccc12,-0.1%,-2.3%,-2%,1.3%,-1%,i,-45%,18%,29%
CCCn1c(SCC(=O)NC2CCCC2)nnc1-c1cccnc1,0.4%,-2.4%,-2%,-1.7%,4%,nt,-43%,9%,2%
Cc1cccc(C)c1NC(=O)COC(=O)c1ccccc1O,2.0%,9.4%,-7%,-0.3%,5%,nt,-26%,-16%,6%
CN(C)/C=C1\C(=O)N(C)N=C1C(F)(F)F,-0.6%,-4.5%,5%,-1.5%,0%,i,-38%,15%,13%
CS(=O)(=O)N(CC(=O)Nc1ccc2c(c1)OCO2)Cc1ccc(Cl)cc1,-0.1%,-4.8%,3%,-3.0%,8%,i,-32%,18%,-10%
O=C(Nc1ccc(-c2csc(-c3ccccc3)n2)cc1)c1ccccc1,-0.6%,3.7%,8%,1.2%,26%,i,-10%,20%,11%
Cc1ccc(-c2csc3ncn(CC(=O)N4CCOCC4)c(=O)c23)cc1C,0.1%,-3.7%,-5%,-0.9%,-11%,i,-2%,-12%,11%
COCCNc1oc(-c2ccc(F)cc2)nc1C#N,0.3%,3.1%,-4%,-1.2%,14%,i,-8%,-29%,-28%
Cc1cc(NC(=O)Nc2ccccc2)n(-c2ccccc2)n1,nt,2.9%,-6%,2.8%,15%,nt,-24%,-11%,-12%
CCC(=O)N1CCC2(CC1)Oc1ccc(Cl)cc1C(=O)C21CC(c2ccccc2)=NO1 (configuration not stated),0.0%,-2.6%,-11%,-1.5%,-2%,i,-2%,33%,10%
COC(=O)c1cccc(-n2nnnc2SCC(=O)Nc2nc3c(s2)CCCC3)c1,0.1%,0.3%,5%,-2.3%,-15%,i,6%,0%,0%
CN(C)c1ccc(C=Nc2ccccc2)cc1,0.3%,4.6%,5%,-0.7%,5%,i,-14%,-5%,-6%
Cn1c(NC(=S)Nc2ccccc2)nc2ccccc21,0.1%,-2.0%,0%,0.9%,-7%,i,-2%,4%,16%

Compound activity deposited in PubChem BioAssay by several laboratories.
